TROY signal inh = TROY signaling inhibition. Q293 LMP1-TROYcd NF-kB luciferase reporter, 4 h. inhibition, % at 10 µM. 360,000 tested, 0.98% active;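 active means compounds whose plate-normalised and pattern-corrected inhibition of the luciferase reporter signal at the single screening dose is 50% or more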
NCOA1 inh = inhibitors of human steroid receptor coactivator 1 (SRC1). Q15788. HEK293 GAL4-SRC1 luciferase reporter, luminescence. inhibition, % at 3.6 µM. 360,000 tested, 0.12% active;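 active means inhibition above the campaign mean plus 3 SD, with each screening campaign given its own cutoff, cut at about 60% in these data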;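 further: 0% = DMSO treated cells and 100% = gossypol at 36 µM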
C8 TRAIL sens = sensitizes caspase-8 expressing cells to TRAIL; 360,000 tested, 1% active; AID 624354; inhibition (viability loss, TRAIL sensitization), % at 10 µM; NB7+C8 cells + TRAIL, ATPlite viability luminescence;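 active means compounds causing at least 50% loss of cell viability in the single-dose screen, relative to plate controls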
KKLEB cytotox = reduces viability of KKLEB cystic fibrosis airway cells; KKLEB CF airway cells viability, ATPlite luminescence, overnight; stronger effect = lower value; cells stimulated with P. aeruginosa culture filtrate; activity change (cytotoxicity), % at 5 µM; 360,000 tested, 0.36% active; AID 602141;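 active means corrected activity change at or below -50% at 5 µM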
NR5A2 inv ag = suppresses constitutive activity of human LRH-1 | O00482 | HEK293T StAR-luciferase reporter, LRH-1 transfected, 24 h | inhibition, % at 3.6 µM | 360,000 tested, 0.13% active | AID 602396;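 active means inhibition above the mean inhibition of all tested compounds plus 3 SD, cut at about 73% in these data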;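 further: 0% = DMSO wells and 100% = reporter-only cells lacking LRH-1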
Target sequence (O00482 whole entry, looked up): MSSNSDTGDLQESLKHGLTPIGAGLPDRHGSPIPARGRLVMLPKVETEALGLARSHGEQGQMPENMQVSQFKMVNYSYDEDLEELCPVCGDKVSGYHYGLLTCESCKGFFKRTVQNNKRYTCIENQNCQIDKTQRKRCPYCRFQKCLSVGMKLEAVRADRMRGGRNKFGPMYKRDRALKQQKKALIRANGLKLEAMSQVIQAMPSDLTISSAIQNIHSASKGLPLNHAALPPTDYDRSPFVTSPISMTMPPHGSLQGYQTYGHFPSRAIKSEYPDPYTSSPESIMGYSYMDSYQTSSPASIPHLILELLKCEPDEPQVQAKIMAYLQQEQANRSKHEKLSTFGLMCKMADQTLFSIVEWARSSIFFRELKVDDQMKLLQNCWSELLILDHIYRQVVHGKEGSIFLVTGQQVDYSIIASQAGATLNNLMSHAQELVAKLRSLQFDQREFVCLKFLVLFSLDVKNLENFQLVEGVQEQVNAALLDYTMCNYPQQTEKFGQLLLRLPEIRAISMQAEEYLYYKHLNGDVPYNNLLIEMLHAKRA
CF NFkB inh = cystic fibrosis NF-kB activation inhibition; KKLEB NF-kB-GFP reporter, PAF-induced, GFP fluorescence overnight; inhibition, % at 5 µM; AID 588850; 360,000 tested, 0.86% active;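 active means at least 50% inhibition at 5 µM, scaled per plate between neutral and stimulator controls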;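 further: PAF is a Pseudomonas aeruginosa culture filtrate used as stimulus; plate controls were PAF-stimulated DMSO wells for no effect and unstimulated DMSO wells for full effect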
NCOA3 inh = inhibitors of human steroid receptor coactivator 3 (SRC3) | HEK293 GAL4-SRC3 luciferase reporter, luminescence | inhibition, % at 3.6 µM | 360,000 tested, 0.17% active;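 active means inhibition above a per-campaign cutoff, the mean of all compounds plus 3 SD, cut at about 60% in these data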;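 further: 0% = DMSO-treated cells and 100% = gossypol-treated cells at 36 µM; higher means less SRC3-driven luciferase light from the GAL4 reporter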
TWEAK Fn14 block = inhibitors of TWEAK-Fn14 interaction signaling; 360,000 tested, 2% active; AID 1159606; inhibition, % at 10 µM; TWEAK-stimulated Fn14 reporter cells, luciferase luminescence, 8 h; in the data active means inhibition above about 50%
Shn3 inh set2 = reduces Shn3 3'UTR luciferase signal in osteoblasts; Clone20 osteoblast Shn3 3'UTR firefly luciferase, 24 h; inhibition, % at 12.5 µM; 360,000 tested, 0.52% active; AID 588674;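 active means mean inhibition of at least 75% with every replicate also reaching 75%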;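 further: 0% = median of neutral control wells and 100% = pilot-screen positive control compound; some compounds past the cut are filed as inactive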
LMP1 NFkB inh = Epstein-Barr LMP1 NF-kappaB reporter inhibition. LMP1-induced NF-kappaB luciferase reporter cells, luminescence. inhibition, % at 12.5 µM. 350,000 tested, 0.69% active. AID 504558; in the data active means inhibition above about 41%;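 further: 0% = neutral control wells and 100% = reference inhibitor control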
COUP-TFII inh = NR2F2 (human) inhibition, primary screen; P24468; HEK293T NGFI-A luciferase reporter, luminescence; inhibition, % at 8.6 µM; 370,000 tested, 0.7% active; AID 686940;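 active means inhibition above a per-plate cutoff, mean inhibition of test wells between control levels plus 3 SD, cut at about 38% in these data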;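 further: cells cotransfected with COUP-TFII expression vector driving the NGFI-A reporter; 0% = median of COUP-TF2 test wells and 100% = reporter-only cells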
Target sequence (P24468 whole entry, looked up): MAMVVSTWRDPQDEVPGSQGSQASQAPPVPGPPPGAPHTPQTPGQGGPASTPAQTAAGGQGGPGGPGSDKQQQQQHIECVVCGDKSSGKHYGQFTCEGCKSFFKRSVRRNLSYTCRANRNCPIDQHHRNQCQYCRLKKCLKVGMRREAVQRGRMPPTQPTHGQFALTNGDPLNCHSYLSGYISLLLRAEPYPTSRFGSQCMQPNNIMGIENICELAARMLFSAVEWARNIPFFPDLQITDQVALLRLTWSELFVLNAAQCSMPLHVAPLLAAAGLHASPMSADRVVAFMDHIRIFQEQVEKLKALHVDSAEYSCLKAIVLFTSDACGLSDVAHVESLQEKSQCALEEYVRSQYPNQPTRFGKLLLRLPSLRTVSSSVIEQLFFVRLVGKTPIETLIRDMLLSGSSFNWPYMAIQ
Starred values were filed as active, the others as inactive; . = not tested or not shown. The list is partial (hit frequency here may not be typical).

Order of results – TROY signal inh, NCOA1 inh, C8 TRAIL sens, KKLEB cytotox, NR5A2 inv ag, CF NFkB inh, NCOA3 inh, TWEAK Fn14 block, Shn3 inh set2, LMP1 NFkB inh, COUP-TFII inh
- COC(=O)c1cc(=O)n(Cc2ccc3c(c2)OCO3)c(=Nc2ccc(F)c(Cl)c2)s1
→ -5, 4, 30, -15, 4, 44, 6, 31, 61, -59, 18
- O=C(OCc1nnc(-c2ccccc2)o1)C12CC3CC(CC(Br)(C3)C1)C2
→ 41, -26, 10, -10, -40, -6, -32, 25, -36, -14, -55
- COc1cccc(CNC(=O)c2nnn(CC(=O)Nc3ccc(Br)cc3)c2N)c1
→ 17, 6, 2, -12, 26, 11, 16, -16, 57, 4, 10
- CC(C)CN(CC(C)C)S(=O)(=O)N1CCC(C(=O)NCc2ccccn2)CC1
→ 30, -2, 9, 2, -18, -11, -13, 1, 5, 0, 2
- CC12CCC(=O)N1C(C(=O)NCCc1ccccc1)CS2 (stereo unspecified)
→ -7, -17, -12, -1, -21, 23, -14, -11, 3, -4, -17
- COCCN(C(=O)c1ccccc1)c1nnc(-c2cccnc2)s1
→ 5, 2, 4, 2, -27, -7, 13, -18, -9, -4, 8
- Cc1ccc(C)c(CSC2=NCCN2C(=O)c2cccs2)c1
→ 6, 2, 3, -4, 2, -16, 19, 3, -4, 11, 7
- CCC(C)Nc1nc(-c2cccc(OC)c2O)nc2ccccc12 (stereo unspecified)
→ 60*, 12, 3, 9, 46, -3, 8, 64*, 30, -2, 6
- Cc1ccc(C)n1-c1ccncc1
→ -4, -13, 5, -1, -3, -6, 19, -25, 1, -6, -8
- O=C(NCc1cccc(Cl)c1)c1ccc2c(c1)SC1=NS(=O)(=O)CCN12
→ -6, 3, -5, 5, -29, -1, -2, -21, -7, 2, 5
- COc1ccc(Cl)cc1-c1cc(C(=O)NCc2ccco2)[nH]n1
→ 5, -20, 2, 11, -13, -28, -9, 1, 5, ., -1
- Cc1cc(C)n(-c2ncnc3ccccc23)n1
→ -7, 4, -2, 10, 7, -13, 27, -14, -5, -7, 4
- CCN(C(=O)CSc1nnc(Cc2ccccc2F)n1N)C1CCS(=O)(=O)C1 (stereo unspecified)
→ 9, 4, 4, 1, -4, 6, 14, 7, -8, -3, 4
- C=CCNCCCCOc1ccccc1
→ 8, -30, 27, -4, 3, 1, 6, -5, -9, -14, -4
- CCOc1cccc(C(=O)Nc2nccs2)c1
→ -43, -53, 15, -4, -91, -10, -30, -10, -79, -21, -30
- COc1ccc(C2C=CC(=O)CC2)c(OC)c1 (stereo unspecified)
→ 8, ., -22, ., 5, ., ., 17, ., ., 4
- COc1ccc2[nH]c(=O)c(CN(C(C)=O)c3ccc(C)cc3C)cc2c1
→ 13, 1, 17, 3, 2, 23, 0, -24, -45, -8, 8
- COC(=O)/C(=C1/Oc2cc3c(cc2S1)OCO3)C(F)(F)F
→ -62, -4, -9, -9, 2, 12, -7, -18, -13, -16, -23
- CCCC1CC(C#N)N(N(C)C)C1=C(C#N)C#N (stereo unspecified)
→ -6, -11, 0, -6, -10, 1, -1, -17, -69, -1, 11
- CCN1C(=O)[C@H]2[C@@H](c3ccc(Cl)cc3)N3C(=O)CN(CCOC)C(=O)[C@@]3(Cc3ccccc3)[C@H]2C1=O
→ -3, -8, 5, 1, 10, 6, -8, 2, -12, 2, -8
- Brc1ccccc1OCCCN1CCOCC1
→ -19, -22, 1, -1, -9, -3, -28, -3, -21, -5, -4
- Cc1ccc(S(=O)(=O)Nc2ccc3c(c2)nc2n3CCN(Cc3ccccc3)C2)cc1
→ -18, -20, 0, 11, -11, 6, 3, 22, -9, -2, 1
- Fc1ccccc1NC(=S)N(CCN1CCCCC1)Cc1ccco1
→ -5, -41, 2, 14, 4, -4, 8, 4, 0, 2, -1
- O=C(Nc1ncc2c(n1)CC(c1ccc(Cl)cc1)CC2=O)c1ccco1 (stereo unspecified)
→ -1, 14, -22, 0, -21, 2, 17, 14, 14, -8, -1
- O=C(NCCc1ccc(Cl)cc1)Nc1ccc(F)cc1
→ -29, -14, 0, 7, -31, -11, -7, -3, 5, -3, 10
- Cc1ccccc1N(CC(=O)NC1CCCC1)C(=O)C1(C)CC(=O)N=C2C=CC(Cl)=CN21 (stereo unspecified)
→ -24, -6, -4, 1, 1, 4, 4, -14, -15, -3, 11
- Cc1ccc(N=N/C(=C\O)C(=O)c2ccncc2)cc1
→ -4, -3, -15, -4, 2, 11, 3, -13, 21, -6, 9
- COc1ccc(N2CCN(CCNC(=O)c3ccc4nc5ccccc5c(=O)n4c3)CC2)cc1
→ 13, 6, 0, -15, 8, 2, 4, 37, -8, 32, -22
- CCOC(=O)c1c(NC(=O)COC(=O)Cn2cnc3c2c(=O)n(C)c(=O)n3C)sc(C)c1CC
→ 1, 5, -7, -4, 24, 1, -22, -22, 8, -3, -6
- Fc1ccc(NCc2nnc(SCc3nnc(-c4ccccc4)o3)n2Cc2ccccc2)cc1
→ 15, -10, -11, -9, 2, -8, 3, 13, 22, 4, 21
- CCOc1ccc2ccccc2c1C1NC(=O)NC(C)=C1C(=O)OCCOC (stereo unspecified)
→ -14, -28, 3, -30, 14, 19, 3, 8, 11, 2, -14
- COc1ccc(CN(C)C(=O)c2ccc(Oc3ccccc3)cc2)cc1F
→ 6, -7, -3, -5, -15, 14, 11, 8, 27, 3, -2
- C=CCC[C@@H](Cc1ccc(F)cc1)C(=O)OC[C@H]1CCCN1C(=O)[C@@H](CC=C)CC(=O)N[C@H](CO)Cc1ccccc1
→ 14, -17, -10, 6, -10, 19, -5, 13, 14, -1, 7
- CCOC(=O)c1ccccc1NC(=O)Cn1c(-c2nonc2N)nc2ccccc21
→ -4, -19, 0, -43, 11, 38, 5, -66, 11, 9, -70
- O=C(NC1CC1)C1=C[C@H](c2csc3ccccc23)C[C@H](OCc2ccc(CO)cc2)O1
→ -7, -17, -3, 0, 3, 7, 3, -10, 16, 6, 8
- Cc1ccc(C(c2nnnn2C2CCCC2)N2CCc3ccccc32)cc1 (stereo unspecified)
→ -78, 8, 5, -1, -26, -2, 7, -15, 6, 0, 4
- O=C(Nc1ccccn1)c1ccc(-c2ccccc2)cc1
→ 54*, -41, 82*, -55*, -85, -15, -50, 89*, 13, 47*, -4
- Cc1cc(NC(=O)c2ccc3c(c2)OCO3)ccc1NC(=O)c1ccccc1
→ -28, -16, 27, 3, -27, 0, 1, -32, 11, -7, -14
- Cc1ccc(NS(=O)(=O)c2ccc(N/N=C/c3ccncc3)c([N+](=O)[O-])c2)c(C)c1
→ 7, 15, 5, 13, -6, -3, 14, -11, 7, -7, 8
- C[C@@H](C(=O)NCC1CC1)[C@@H]1C[C@@]1(C)[C@@H](NC(=O)OCc1ccccc1)c1ccccc1
→ -3, -1, -5, -11, 4, -21, -16, -1, 61, -3, 1
- CCS(=O)(=O)N1Cc2ccccc2CC1C(=O)Nc1ccccc1OC (stereo unspecified)
→ -19, -23, -8, -4, -4, -6, 14, 9, -17, 0, -12
- CCOc1cc(C2C3=C(CC(C)(C)CC3=O)N(CCOC)C3=C2C(=O)CC(C)(C)C3)ccc1O
→ -3, -17, 7, 4, -5, -6, -10, 4, 15, -7, 12
- CC(C)n1nnnc1C1c2ccccc2C(=O)N1CCOc1ccccc1 (stereo unspecified)
→ -51, ., 4, ., -21, ., ., -14, ., ., -32
- CCNC(=O)NC(=O)CN(C)c1ccccc1
→ -3, 1, -5, -3, -7, 11, 24, 26, 7, -11, 7
- Cc1ccc(NC(=O)NNC(=O)COc2ccc([N+](=O)[O-])cc2)cc1C
→ -15, 4, -7, -4, -21, 28, 22, -19, -23, 0, 3
- COc1cccc(OCC(O)CN2CCC(Cc3ccccc3)CC2)c1 (stereo unspecified)
→ 2, 3, -7, -16, 6, 18, 6, 12, 0, 4, 3
- Cc1ccc(SCCCCN2CCOCC2)cc1
→ -26, 1, -3, -3, -32, 19, -18, 20, -14, -8, -28
- CCOC(=O)c1nn(-c2ccc(F)cc2)c(=O)cc1OCC(=O)Nc1ccc(F)c(F)c1
→ 6, 2, -6, 12, 8, -13, 9, -8, 0, -16, -2
- Cn1c(=NC(=O)COc2ccccc2)sc2cccc(F)c21
→ -71, -31, 3, -7, -37, 6, -10, 6, ., -16, -5
- CC(C)CNC(=O)c1cc(-c2ccc3c(c2)OCO3)on1
→ -1, -74, 21, 10, -122, -5, -84, 32, -23, -8, -33
- Cc1ccc(CN(C)C(=O)c2ccccc2Sc2ccccc2C#N)cc1
→ 11, -14, 15, -24, -41, -6, -6, -6, 3, -5, 7
- Nc1ccc2nc(-c3cccs3)[nH]c2c1
→ -23, -72, 30, 4, -74, -2, -51, 21, -21, -8, -45
- CCC(=O)Nc1ccc2c(c1)Cc1cc([N+](=O)[O-])ccc1-2
→ -52, -97, -13, -6, -9, -43, -86, -56, -57, -33, -33
- Cc1ccc2nc(Cl)c(CNCc3ccccc3)cc2c1
→ -43, 0, 8, 4, -36, -5, -11, -26, -27, -1, 12
- COc1ccccc1NC(=O)COC(=O)c1cc(C)nc2ccccc12
→ -18, -16, -7, 10, 6, -17, 16, 14, 7, 3, 18
- COc1ccc(-c2nnc(SCC(=O)Nc3ncc(C(F)(F)F)cc3Cl)n2CC(C)C)cc1
→ 5, -8, -6, -7, 3, -16, 9, 24, 11, 10, 14
- COc1ccc(N2CCN(c3nc(-c4cccs4)nc4ccccc34)CC2)cc1
→ 10, 0, -3, -6, 3, -9, 17, 15, 12, 11, 13
- COc1ccc(C(NC(=O)C(C)C)c2ccc3cccnc3c2O)cc1 (stereo unspecified)
→ 4, 22, 5, -9, 70, 3, 32, 22, 95*, 24, -14

Compound activity (PubChem)
